TEAD-YAP inh – TEAD-YAP interaction inhibition; AID 1259422; 640,000 compounds, 1.4% hits; inhibition, % at 9.12 µM; HEK-TIYL cells, TEAD-Gal4/YAP UAS-luciferase luminescence; in the data active means inhibition above about 32%;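 further: 0% = median of test compound wells and 100% = reference inhibitor wells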
GPR151 ag – human GPR151 activation; activation, % at 11.2 µM; Q8TDV0; 650,000 compounds, 1% hits; PathHunter beta-arrestin GPR151 cells, luminescence; in the data active means activation above about 4.9%;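 further: 0% = median of compound wells and 100% = cells with positive control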
Target sequence (Q8TDV0 whole entry, looked up): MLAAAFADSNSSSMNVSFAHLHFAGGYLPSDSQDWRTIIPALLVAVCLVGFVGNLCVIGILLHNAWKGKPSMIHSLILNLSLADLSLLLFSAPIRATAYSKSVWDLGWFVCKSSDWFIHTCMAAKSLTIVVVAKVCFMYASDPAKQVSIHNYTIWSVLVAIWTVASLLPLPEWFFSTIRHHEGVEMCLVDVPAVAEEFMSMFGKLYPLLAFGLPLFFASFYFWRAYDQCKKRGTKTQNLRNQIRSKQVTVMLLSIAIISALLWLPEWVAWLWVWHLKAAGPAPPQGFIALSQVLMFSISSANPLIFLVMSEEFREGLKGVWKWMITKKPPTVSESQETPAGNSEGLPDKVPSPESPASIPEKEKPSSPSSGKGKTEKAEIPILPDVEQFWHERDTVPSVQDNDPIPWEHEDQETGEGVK
MITF primary – human MITF inhibition, primary screen. O75030. AlphaScreen MITF homodimerization, bead proximity signal. inhibition, % at 2.6 µM. 650,000 compounds, 0.91% hits; in the data active means inhibition above about 50%;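 further: 0% = vehicle wells with protein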
Target sequence (O75030 whole entry, looked up): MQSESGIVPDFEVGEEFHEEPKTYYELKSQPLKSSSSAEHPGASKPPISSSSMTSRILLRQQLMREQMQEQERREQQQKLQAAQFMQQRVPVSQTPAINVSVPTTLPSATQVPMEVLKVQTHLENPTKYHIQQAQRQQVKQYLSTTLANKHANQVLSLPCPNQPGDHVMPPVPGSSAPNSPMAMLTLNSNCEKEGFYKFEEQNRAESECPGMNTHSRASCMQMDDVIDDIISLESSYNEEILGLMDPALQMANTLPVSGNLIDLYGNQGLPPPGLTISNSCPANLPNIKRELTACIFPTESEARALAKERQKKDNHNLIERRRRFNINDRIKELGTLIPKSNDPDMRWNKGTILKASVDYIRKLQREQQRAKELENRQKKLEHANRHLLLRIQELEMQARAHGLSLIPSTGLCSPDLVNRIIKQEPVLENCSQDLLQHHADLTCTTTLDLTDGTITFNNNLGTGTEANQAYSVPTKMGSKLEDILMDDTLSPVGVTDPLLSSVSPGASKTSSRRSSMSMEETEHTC
FBW7 act – activators of human E3 ligase FBW7; Q969H0; AlphaScreen FBW7–phospho-cyclin E peptide binding, activator screen; normalized activity (activation), % at 26.1 µM; 650,000 compounds, 0.13% hits; in the data active means normalized activity above about 1.9%;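 further: purified mutant Fbw7 with reduced substrate affinity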
Starred values were filed as active, the others as inactive.

SMILES | TEAD-YAP inh | GPR151 ag | MITF primary | FBW7 act
Cc1occc1C(=O)NC(C)c1nnc2n1CCN(Cc1ccc(CC(C)C)cc1)CC2 (centres undefined) | 5.3 | -0.3 | 0.9 | 0.0
COc1ccc(NC(=O)NCC(c2ccc3c(c2)CCCN3C)N2CCCC2)cc1OC (centres undefined) | -0.6 | 1.9 | 10.0 | -0.4
COc1cccc(-c2csc(N3CCN(CC(=O)Nc4ccccc4OC)CC3)n2)c1 | -2.3 | -0.8 | 6.2 | -0.1
CN1C(=O)CC(CC(=O)N2CCC(Oc3cccnc3)CC2)(c2ccccc2Cl)C1=O (centres undefined) | -9.6 | 0.2 | 5.8 | 0.0
CCOc1ccc(S(=O)(=O)Nc2ccc3c4c(cccc24)C(=O)N3)c([N+](=O)[O-])c1 | 1.8 | -0.5 | -3.7 | -0.1
Cc1cc2c(cc1C)NC(c1cc3c(cc1Cl)OCO3)C1=C(CC(C)(C)CC1=O)N2 (centres undefined) | 16.4 | 0.9 | 1.6 | -0.2
N#C/C(=C\c1ccc(N2CCOCC2)o1)C(=O)Nc1ccc(O)cc1 | 2.5 | -0.6 | 19.1 | -0.1
Cc1cccc(NC(=O)CN2C(=O)C3CC=CCC3C2=O)c1C (centres undefined) | 8.1 | -1.3 | -0.1 | -0.1
O=C(NC(=S)N1CCc2ccccc21)c1ccco1 | -4.7 | -1.7 | -11.4 | -0.3
CCSc1nc2c(c(=O)[nH]c(=O)n2C)n1CC(O)COc1ccccc1C (centres undefined) | 1.3 | -0.9 | 3.2 | -0.1
COc1ccc(S(=O)(=O)NNC(=O)c2ccccc2Cl)cc1 | 4.8 | 1.9 | 10.8 | 0.0
CN1C(=O)c2cccc3c(S(=O)(=O)Nc4ccccc4C(=O)O)ccc1c23 | 4.8 | 0.3 | 8.3 | 0.2
COCCn1c(=NC(=O)c2c(F)cccc2F)sc2cc(S(N)(=O)=O)ccc21 | -1.2 | -0.8 | 18.8 | 0.1
COc1ccc(Oc2cc(OC)nc(OC)n2)c(C(=O)O)c1 | 1.2 | 1.0 | 16.3 | 0.1
CCOC(=O)c1ccc(Cn2c3ccccc3c3nc4cc(F)ccc4nc32)o1 | -16.1 | -1.4 | 4.9 | 0.0

Continued, overlapping the part above by three compounds.
SMILES | TEAD-YAP inh | GPR151 ag | MITF primary | FBW7 act
COCCn1c(=NC(=O)c2c(F)cccc2F)sc2cc(S(N)(=O)=O)ccc21 | -1.2 | -0.8 | 18.8 | 0.1
COc1ccc(Oc2cc(OC)nc(OC)n2)c(C(=O)O)c1 | 1.2 | 1.0 | 16.3 | 0.1
CCOC(=O)c1ccc(Cn2c3ccccc3c3nc4cc(F)ccc4nc32)o1 | -16.1 | -1.4 | 4.9 | 0.0
CCCCCCCCCS(=O)(=O)Nc1ccccn1 | -9.2 | 1.5 | -14.3 | 0.0
O=C(Nc1ccc([N+](=O)[O-])cc1)C1CC(=O)N(c2ccc(Br)cc2)C1 (centres undefined) | 6.3 | 3.3 | 7.8 | 0.1
CN(/N=C/c1ccc(Cl)cc1)c1cc(=O)n(C)c(=O)[nH]1 | -2.5 | 0.4 | -4.9 | -0.2
CCCN1CCN(C(=O)CCS(=O)(=O)c2cc3c(cc2Cl)NC(=O)CO3)CC1 | 13.9 | 2.4 | 12.7 | 0.5
CN1C(C(=O)c2ccccc2)=C(OC(=O)c2ccccc2)c2ccccc2S1(=O)=O | 7.9 | -1.9 | 17.8 | 0.1
CS(=O)(=O)N(CC(=O)NC1CCCCCC1)c1cc(C(F)(F)F)ccc1Cl | 3.5 | 2.8 | 7.1 | 0.5
CN(C)c1ccc(CCCNS(=O)(=O)c2ccc3ccccc3c2)cc1 | 2.3 | -0.5 | 9.0 | -0.7
Cc1cc(NC(=O)c2cccnc2)c2cc(F)cc(F)c2n1 | 12.9 | -1.1 | 8.6 | 0.0
CCOC(=O)N1CCc2c(sc3c2C(=O)NC(c2cc4c(cc2[N+](=O)[O-])OCO4)N3)C1 (centres undefined) | 17.0 | 0.9 | 9.6 | -0.1
CSc1ccccc1N1C(=O)C2CC(C)=C(C)CC2C1=O (centres undefined) | 1.1 | 0.1 | 4.6 | -0.1
COC(=O)c1ccc(-n2nnnc2SCc2nc(N)nc(N3CCOCC3)n2)cc1 | -15.6 | -1.7 | -5.8 | 0.0
CC1=CC(=C2C(=O)NC(=S)NC2=O)C=C(C)N1CC(C)C | -2.1 | 1.3 | 10.5 | 0.4
COc1ccc(CN2CCN(c3ncnc4scc(-c5ccc(Cl)cc5)c34)CC2)cc1F | 0.1 | -0.5 | 14.6 | 0.7
O=C(NN1C(=O)C2C3C=CC(C3)C2C1=O)c1cccnc1 (centres undefined) | 2.8 | 0.1 | -0.3 | -0.1
COc1ccc2c(c1)CCc1c-2n[nH]c1C(=O)O | -1.0 | -0.6 | -3.8 | 0.0
O=C(Nc1ccccc1)OCCOC(=O)Nc1ccccc1 | -0.3 | 0.0 | -7.1 | -0.2
COc1ccc(-c2ccc(/C=C(\C#N)c3[nH]nc(N)c3C#N)o2)c([N+](=O)[O-])c1 | -5.2 | 1.1 | -7.1 | 0.1
O=S(=O)(Nc1ccc(OC(F)(F)F)cc1)c1cnc[nH]1 | 1.5 | 2.2 | -2.6 | -0.1
C(=N\N=C(c1ccccc1)c1ccccc1)/c1cccnc1 | 0.8 | -0.3 | -1.2 | 0.0
Cc1nnc(SCC(=O)Nc2ccc(C#N)cc2)s1 | 6.4 | 0.6 | 18.8 | 0.0
Cc1nc(-c2ccccc2)sc1C(N)=O | -11.1 | -1.3 | 2.5 | 0.2
CCOC(=O)c1sc2nc(-c3cccnc3)ccc2c1N | -73.2 | 1.2 | -1.0 | 0.1
COc1ccc(-c2[nH]c3ccccc3c2C(C[N+](=O)[O-])c2ccc(OC)cc2)cc1 (centres undefined) | 22.2 | -0.9 | 3.8 | 0.0
O=C(c1ccc(Cl)cc1[N+](=O)[O-])N1CCN(c2ccccc2F)CC1 | -6.7 | 0.2 | -4.5 | -0.1
COc1ccc(CC(Cc2nc3ccccc3[nH]2)c2nc3ccccc3[nH]2)cc1 (centres undefined) | 2.2 | 0.1 | 8.8 | -0.2
Cc1ccc([N+](=O)[O-])c2c1C(Br)C(C)(C)O2 (centres undefined) | -7.7 | 1.6 | -1.1 | 0.0
O=C(NCC1COc2ccccc2O1)Nc1ccccc1F (centres undefined) | -17.1 | 3.9 | 4.0 | -0.2
O=C(CCn1c(=O)oc2ccccc21)Nc1ccc(F)c(F)c1 | 5.7 | 0.7 | 3.9 | 0.7
COC(=O)c1ccccc1S(=O)(=O)Nc1ccncc1 | 2.1 | 2.0 | 3.0 | 0.1
COc1ccccc1NC(=O)C1=C(C)NC(SCC(=O)c2ccccc2)=C(C#N)C1c1ccccc1Cl (centres undefined) | -3.4 | -0.4 | 5.7 | 0.5
Cc1nc(N2CCN(c3ccccn3)CC2)c2c(C)c(C(=O)Nc3cc(F)ccc3C)sc2n1 | -2.7 | 2.3 | 3.9 | -0.1
CN(C(=O)c1ccccc1NC(=O)C(F)(F)F)c1ccccc1 | 4.5 | -1.4 | -22.6 | -0.1
Cn1c(CCNC(=O)C2CC23CCN(C(=O)C2=CCCC2)CC3)nc2ccccc21 (centres undefined) | -5.4 | 0.6 | 10.0 | 0.3
CSc1nsc(SC)c1NC(=O)Nc1ccccc1C | 0.5 | -0.1 | 10.8 | 0.0
CC1CN(CCC(=O)N2CCN(c3ccccc3O)CC2)Cc2ccccc2O1 (centres undefined) | 7.8 | -0.2 | 16.1 | 0.0
C=CCN1C(=O)C2(C(C#N)=C(N)Oc3ccccc32)c2c1c1ccccc1oc2=O (centres undefined) | 7.8 | -1.0 | 1.2 | -0.2
Cc1ccccc1-n1c(=S)sc2c(=O)n(-c3ccccc3)c(SCc3ccccc3F)nc21 | -4.5 | 0.9 | 17.5 | 0.4
O=C(c1ccccc1)c1ccc(-n2cnnc2)c([N+](=O)[O-])c1 | 0.9 | -0.3 | -6.2 | 0.0
O=C(O)c1cccc(-n2c(-c3cnccn3)n[nH]c2=S)c1 | 1.7 | -1.1 | 12.4 | -0.1
CCOc1cc(C(=O)NCCCN(C)C)cc(OCC)c1OCC | 6.2 | 2.9 | -1.7 | -0.1
CCOC(=O)C1=CN(C)C=C(C(=O)OCC)C1c1ccc(C(C)C)cc1 | 3.3 | -0.9 | 4.7 | 0.2
COc1ccc(NS(=O)(=O)c2cc(C(=O)O)ccc2F)cc1 | 6.4 | 0.6 | 2.8 | -0.1
N#CC1=C(N)N(c2cccc(C(F)(F)F)c2)C2=C(C(=O)CCC2)C1c1ccc(F)cc1 (centres undefined) | 2.8 | 1.1 | -0.2 | -0.1
COc1ccc(N2CCN(C(=O)CCn3nnc4ccccc43)CC2)cc1 | 7.3 | 0.0 | 5.5 | 0.2
CSc1nnc2c(n1)OC(c1ccc3c(c1)OCO3)Nc1ccc(Br)cc1-2 (centres undefined) | -2.5 | 0.2 | -3.1 | 0.0
COC(=O)c1sc(=Nc2c(C)n(C)n(-c3ccccc3)c2=O)n(Cc2ccco2)c1C | 4.5 | -2.6 | 8.9 | -0.1
CCCC(C)NC(=O)c1ccc(Cl)cc1[N+](=O)[O-] (centres undefined) | -1.0 | -0.2 | -15.4 | -0.1
COc1ccccc1C(=O)Nc1ccon1 | -5.8 | -0.1 | 4.9 | -0.2
O=C(CC(c1ccccc1)c1cc(Cl)ccc1O)N1CCOCC1 (centres undefined) | 6.0 | 0.2 | -14.9 | 0.1
N#CC(C#N)C(/C(Sc1ccc([N+](=O)[O-])cc1)=C(/O)c1ccccc1)c1cccs1 (centres undefined) | 2.4 | -1.3 | 2.3 | -0.3
Cc1ccc(-c2nc(-c3ccncc3)no2)cc1 | -38.0 | -2.3 | -1.6 | 0.0
COc1ccc([N+](=O)[O-])cc1NCc1ccc(OC)c(OC)c1 | 10.2 | 3.1 | 5.4 | 0.0
CSc1ccc(CNC(=O)Cn2nnnc2CN2CCCCCC2)cc1 | -1.1 | -1.2 | 5.8 | 0.0
CN(CC(=O)NCC(F)(F)F)S(=O)(=O)c1cccc(Cl)c1 | 4.2 | -0.4 | -9.3 | 0.0
CC1Cc2ccccc2N1C(=O)Nc1ccc(F)cc1 (centres undefined) | -7.0 | 5.5* | 11.4 | 0.6
Cc1cc(C)nc(/N=C(/NC(=O)Nc2ccc(Cl)c(Cl)c2)Nc2ccccc2C)n1 | -10.7 | 2.5 | 16.1 | 0.7
O=C(O)C(Cc1c[nH]c2ccccc12)N1C(=O)CCC1=O (centres undefined) | -5.3 | -0.1 | 18.8 | 0.1
O=C1c2ccccc2NC(c2ccccc2O)N1c1ccc(F)cc1 (centres undefined) | -33.5 | -5.1 | 1.2 | 0.1
O=C(NCc1ccccc1)c1cc(NCCN2CCOCC2)nc2ccccc12 | 1.2 | 1.8 | 4.6 | -0.1
CC(=O)NC(CCS(C)(=O)=O)C(=O)Nc1ccccc1C (centres undefined) | -0.5 | 0.6 | -6.8 | 0.0
Other records follow.
SMILES | TEAD-YAP inh | GPR151 ag | MITF primary | FBW7 act
C=CCOc1ccc(C2C3=C(CC(C)(C)CC3=O)OC3=C2C(=O)CC(C)(C)C3)cc1OC | 6.0 | 0.8 | 9.5 | -0.2
O=C(NNc1ccc([N+](=O)[O-])cc1[N+](=O)[O-])c1ccc(O)cc1 | 6.8 | -1.4 | 5.4 | -0.1
CCOC(=O)C1=C(C)NC2=C(C(=O)C(C(=O)OCC)C(c3cccc(OC)c3)C2)C1c1cccc([N+](=O)[O-])c1 (centres undefined) | -5.3 | 2.4 | 10.2 | 0.2
Cc1nc2c(c(C)c1CCC(=O)O)c(=O)n(C)c(=O)n2C | 9.9 | 1.3 | 10.6 | 0.1
O=C1c2ccccc2C(=O)N1c1ccc(S(=O)(=O)NCCO)c2ccccc12 | 5.3 | 1.2 | 13.9 | 0.4
O=c1oc2ccc([N+](=O)[O-])cc2cc1-c1nc(-c2ccc(Br)cc2)cs1 | 1.3 | -1.0 | -8.6 | -0.1
O=C(N/N=C/c1cccc(Br)c1)c1cnccn1 | -31.7 | 2.5 | 10.3 | 0.0
COc1ccc(C(=O)Nc2nc(-c3ccccc3)cs2)c(OC)c1 | -50.3 | 1.2 | 8.4 | 0.0

Of the compounds above, these have bromine.
SMILES | TEAD-YAP inh | GPR151 ag | MITF primary | FBW7 act
O=C(Nc1ccc([N+](=O)[O-])cc1)C1CC(=O)N(c2ccc(Br)cc2)C1 (centres undefined) | 6.3 | 3.3 | 7.8 | 0.1
Cc1ccc([N+](=O)[O-])c2c1C(Br)C(C)(C)O2 (centres undefined) | -7.7 | 1.6 | -1.1 | 0.0
CSc1nnc2c(n1)OC(c1ccc3c(c1)OCO3)Nc1ccc(Br)cc1-2 (centres undefined) | -2.5 | 0.2 | -3.1 | 0.0
O=c1oc2ccc([N+](=O)[O-])cc2cc1-c1nc(-c2ccc(Br)cc2)cs1 | 1.3 | -1.0 | -8.6 | -0.1
O=C(N/N=C/c1cccc(Br)c1)c1cnccn1 | -31.7 | 2.5 | 10.3 | 0.0

Whole records, looked up by structure. Values in the order: TEAD-YAP inh, GPR151 ag, MITF primary, FBW7 act
O=C(NNc1ccc([N+](=O)[O-])cc1[N+](=O)[O-])c1ccc(O)cc1 across the screens: 6.8, -1.4, 5.4, -0.1
O=C(N/N=C/c1cccc(Br)c1)c1cnccn1 across the screens: -31.7, 2.5, 10.3, 0.0

Compound activity (PubChem BioAssay)

The order is random (roughly 3.5% active in at least one column).
